High-throughput results: PubChem, Broad Institute
Cneo AK release: Cryptococcus neoformans cell lysis inducers, primary screen, AK release luminescence, single concentration; lysis activity, % at 15 µM; C. neoformans lysis, adenylate kinase release luminescence, 4 h; normalised: neutral wells 0, clomiphene wells 100; AID 651654, 2012; 360,000 tested, 0.2% active;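 active means mean lysis activity across replicates of at least 80%, whatever share of replicates individually reach that level; inactive means mean lysis activity below 80%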
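Assay system: log-phase C. neoformans yeast / Quantity: yeast cell density of 5 × 10^6 cells/mL / Medium: fresh YPD growth medium / Compound: single dose / Timing: static 4 h at 37 °C with compound, 1 h detection / Measured by: adenylate kinase release luminescence / Read-out: lysis from increased AK signal / Benchmarks: Clomiphene as positive lysis control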
miR-122 sensor: miR-122 Renilla sensor signal increase in Huh7, primary screen, miR-122 inhibitor project, cell-based, single point, plate reader; Huh7 miR-122 Renilla luciferase sensor, 48 h; neutral wells = 0, positive control = 100; AID 602342, 2012; 340,000 tested, 0.3% active; activation (reporter increase), % at 12.5 µM;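 active means mean replicate activation score at least 90 and every replicate individually at or above 90; inconclusive means only one of the two criteria met; inactive means neither criterion met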;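 further: higher luciferase means less miR-122 activity so hits act as miR-122 inhibitors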
ERAP1 HTS inh: human ERAP1 aminopeptidase inhibitors, primary screen, biochemical, single point, plate reader; recombinant ERAP1, Leu-AMC fluorescence, 60 min; inhibition, % at 10.7 µM; 340,000 tested, 0.15% active;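 active means mean replicate inhibition of at least 30%, or all replicates individually reaching that 30% level; inactive means mean below 30% and not every replicate reaching it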;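 further: 0% = neutral control wells and 100% = L-leucinethiol positive control wells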
PglD DTNB: C. jejuni PglD acetyltransferase inhibitors, primary screen, biochemical, DTNB colorimetric, single point | purified PglD enzyme, DTNB colorimetric CoA detection | inhibition, % at 12.5 µM | 360,000 tested, 0.098% active | AID 602405, 2012; in the data active means inhibition above about 16%, passing the limit was not always enough; inconclusive means no clear call, values can overlap the other calls; further: strong numbers were not always called active
E-selectin induc: E-selectin induction in HUVECs, primary screen, imaging, HUVEC, immunofluorescence imaging, single point; P16581; normalized: neutral wells 0, TNF-alpha wells 100; activation, % at 7.58 µM; 260,000 tested, 0.37% active;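 active means mean E-selectin-positive cell signal at least 10% of the positive control, reached in at least 60% of replicates, without over 20% cell loss; inconclusive means no rule given, readout overlaps actives, possibly toxicity-flagged; inactive means the rest, including those meeting only one limit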;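 further: in these data hits start at about 27%; measured in HUVEC primary endothelial cells; signal is the percent of cells scored E-selectin positive by PE staining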
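Read-out: % PE-positive cells | Test system: HUVEC | Doses: One compound dose added by pin transfer | Buffer or medium: EGM-2 over gelatin coat | Signal: Immunofluorescence imaging | Benchmarks: TNF-alpha, DMSO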
PGC1a acetyl inh: inhibitors of PGC1a acetylation signal, primary screen, cell-based, U2OS, AlphaScreen, inhibitor mode | AlphaScreen anti-acetyl-lysine; with virally co-expressed GCN5 acetyltransferase | inhibition, % at 15.6 µM | 350,000 tested, 0.17% active;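 active means every replicate shows inhibition of at least 40%; inconclusive means mean inhibition at least 40% but some replicate below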;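 further: 0% = neutral control wells and 100% = positive control wells; some results beyond the cut were filed as inactive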
RAD54 branch: inhibitors of human RAD54 branch migration, primary screen, biochemical, fluorescence, single point; DNA repair and recombination protein RAD54-like (Homo sapiens), Q92698; RAD54 Holliday junction branch migration, FAM/BHQ fluorescence; inhibition, % at 10.4 µM; 360,000 tested, 0.14% active;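 active means mean normalized replicate activity at least 40 and at least half of replicates scoring 40 or more; inconclusive means only one of the two criteria met; inactive means mean below 40 and under half of replicates reaching 40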;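 further: 0% = median of neutral control wells and 100% = median of positive control wells; inhibitors cause a drop in the FAM fluorescence signal; in these data hits start at about 50%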
Target sequence (Q92698 whole entry, looked up): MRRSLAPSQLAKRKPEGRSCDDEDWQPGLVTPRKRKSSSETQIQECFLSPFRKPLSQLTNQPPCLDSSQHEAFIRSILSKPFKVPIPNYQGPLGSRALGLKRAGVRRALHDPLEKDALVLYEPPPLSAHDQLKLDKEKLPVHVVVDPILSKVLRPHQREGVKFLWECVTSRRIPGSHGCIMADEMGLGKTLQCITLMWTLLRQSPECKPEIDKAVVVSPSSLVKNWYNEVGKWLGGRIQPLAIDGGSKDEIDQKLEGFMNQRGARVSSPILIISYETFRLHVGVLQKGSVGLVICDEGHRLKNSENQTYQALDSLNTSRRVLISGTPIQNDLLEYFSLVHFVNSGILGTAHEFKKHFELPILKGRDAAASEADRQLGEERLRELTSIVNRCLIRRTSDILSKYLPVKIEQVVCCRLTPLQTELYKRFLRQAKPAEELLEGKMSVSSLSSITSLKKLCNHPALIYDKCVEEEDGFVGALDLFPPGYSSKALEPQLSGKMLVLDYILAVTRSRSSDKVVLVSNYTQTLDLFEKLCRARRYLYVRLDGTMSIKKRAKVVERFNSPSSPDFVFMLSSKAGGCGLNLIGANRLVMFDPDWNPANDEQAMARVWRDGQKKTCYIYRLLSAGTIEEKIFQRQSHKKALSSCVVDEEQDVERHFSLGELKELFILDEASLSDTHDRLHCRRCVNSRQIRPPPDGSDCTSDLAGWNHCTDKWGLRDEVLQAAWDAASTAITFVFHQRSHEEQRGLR
RAD52 inh: RAD52 DNA annealing inhibitors, primary screen, biochemical, FRET, single point, set 2; inhibition, % at 18.7 µM; 360,000 tested, 0.46% active; recombinant RAD52 DNA annealing, FRET fluorescence;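 active means every replicate showing at least 50% inhibition; inconclusive means mean inhibition at least 50% but not in every replicate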
* = called active by the depositor; ? = inconclusive; nt = not tested or not shown; & = joins results of further samples; [ ] = dose if it differs, or a comment.

SMILES	Cneo AK release	miR-122 sensor	ERAP1 HTS inh	PglD DTNB	E-selectin induc	PGC1a acetyl inh	RAD54 branch	RAD52 inh
O=[N+]([O-])c1ccc(NN=Cc2cc(Br)ccc2O)nc1	-2	nt	4	0	-0.4	32	0	-15
S=c1[nH]nc(COc2ccccc2)n1/N=C/c1ccccn1	0	-5	nt	-2	nt	nt	-7	nt
Cc1nc(SCn2nnc3ccccc3c2=O)nc(C)c1C	1	5	nt	-5	2.2	-3	9	nt
CNC[C@@H]1Oc2ccc(NS(=O)(=O)c3ccccc3)cc2C(=O)N([C@@H](C)CO)C[C@@H]1C	1	-6[16.7 µM]	0	-1	nt	17	5	-3
C[C@@H]1CN([C@H](C)CO)C(=O)Cc2cc(NC(=O)Cc3ccccc3)ccc2O[C@@H]1CN(C)C(=O)Nc1ccc(F)cc1	-1	1[16.7 µM]	1	-10	-2.3	-6	0	-1
COc1ccccc1NC(=O)Cn1c(=O)n2nc(C)nc2c2ccccc21	-1	-6	nt	-4	-0.1	-5	-2	-13
O=C(CSc1nnc2ccccn12)Nc1ccc2c(c1)OCO2	nt	nt	-2	nt	0.0	2	nt	-4
CCN(CC(=O)Nc1c(F)cccc1F)C(=O)/C=C/c1cn(Cc2ccccc2)nc1-c1cccnc1	0	-4	2	-1	nt	5	-9	-9
O=C(Nc1ccccc1)N1CC(=O)N2[C@H](CO)[C@@H](c3ccc(C#CC4CC4)cc3)[C@H]2C1	nt	nt	0	nt	0.2	13	nt	8
Cc1cc(C)n(/N=C/c2cccs2)c(=O)c1C#N	nt	nt	1	nt	6.0	3	nt	-13
C=CCNc1nc(C)nc(OC)n1	-1	-1	4	-2	nt	3	4	-6
COc1ccc(CN(C)C[C@H]2Oc3ccc(NC(=O)Nc4ccc5c(c4)OCO5)cc3CC(=O)N([C@H](C)CO)C[C@H]2C)cc1	-3	-5[16.7 µM]	-3	-1	-0.1	-9	10	2
CC(=O)c1c(C(C)=O)c(C)n(C2CCCCC2)c1C	1	-5	nt	1	nt	-2	1	nt
O=C(Nc1ccc(Cl)cc1)C1(S(=O)(=O)c2ccccc2)CC1	-1	1	3	-5	nt	3	-1	-2
O=C(C[C@@H]1C[C@@H]2c3cc(NC(=O)C4CCC4)ccc3O[C@@H]2[C@H](CO)O1)NC1CCCCC1	-1	6[16.7 µM]	nt	-2	-0.2	6	9	1
COC(=O)c1c2oc(c1C(=O)OC)C(=O)N[C@H](Cc1ccccc1)Cn1cc(nn1)CNC(=O)[C@H](Cc1ccccc1)NC(=O)N[C@@H](CO)CC2	7	nt	3	0	nt	1	1	5
CCOc1ccccc1C(=O)N(C)CC(=O)Nc1ccc(OC)cc1	1	10	-3	1	nt	1	-2	0
C[C@H]1CN([C@@H](C)CO)C(=O)c2cccc(NC(=O)CCCCCC(=O)Nc3ccccc3N)c2O[C@@H]1CN(C)C(=O)Nc1ccccc1	nt	nt	-1	nt	0.1	11	nt	-2
Cc1ccccc1C(=O)Nc1ccc(O)c2c(=O)cc(-c3ccccc3Cl)oc12	-1	nt	nt	1	-0.1	nt	-6	-65
CC(=O)OC1C2CCC1C([N+]1(C)CCCCC1)CC2 (stereo not given)	nt	nt	35*	nt	1.9	5	nt	-18
COc1ccc(S(=O)(=O)Cc2ccc(C(=O)NC3CCCCC3)o2)cc1	0	nt	-3	-2	nt	13	2	-2
CN(C)c1ccc(/C=N\NC(=S)SCN2C(=O)C3CCC(C)(C2=O)C3(C)C)cc1 (stereo not given)	-3	4	nt	1	nt	-6	2	nt
O=C(O)c1ccc(N2C(=O)/C(=C\c3ccccc3)N=C2c2ccccc2)cc1	-3	nt	nt	-1	-0.2	8	-33	-13
CC1CN(c2nc(-c3ccc(Br)cc3)nnc2-c2ccccc2)CC(C)N1 (stereo not given)	13	-15	nt	5	1.0	3	-5	nt
C[C@@H]1CN([C@H](C)CO)C(=O)c2cc(/C=C/c3ccccc3)cnc2O[C@H]1CN(C)Cc1ccncc1	-1	3[16.7 µM]	5	-1	-0.3	-4	5	17
CC(C)NC(=O)N(C)C[C@H]1Oc2c(NS(=O)(=O)c3cn(C)cn3)cccc2C(=O)N([C@@H](C)CO)C[C@H]1C	1	-4[16.7 µM]	-1	1	1.1	3	0	-13
CC(OC(=O)c1ccc2ccccc2c1)C(=O)N(C)Cc1ccccc1 (stereo not given)	0	nt	-2	3	-0.4	nt	-2	-11
NNC(=O)c1cncc(Br)c1	1	-2	1	1	11	10	0	2
Cc1cc(OCC(=O)NCc2ccncc2)ccc1Cl	0	-7	1	-5	nt	nt	2	-7
COCCCN1CC23C=CC(O2)C(C(=O)O)C3C1=O (stereo not given)	2	-6	nt	-4	0.0	nt	0	-14
COc1ccc(NC(=O)N(C)C[C@@H]2OCCCC[C@@H](C)Oc3ccc(NC(=O)Nc4c(C)noc4C)cc3C(=O)N([C@H](C)CO)C[C@H]2C)cc1	-4	-5[16.7 µM]	-1	1	-0.1	-11	4	9
Cc1noc(NS(=O)(=O)c2ccc(N/C=C/C(=O)c3ccc(F)cc3)cc2)c1C	1	34	-1	2	0.0	4	-4	-22
N#CC1CCN(C(=O)c2ccc3c(Cl)c4c(nc3c2)CCCC4)CC1	-3	-1	0	-1	nt	2	-3	-9
O=C(/C=C/c1cccc([N+](=O)[O-])c1)OCC(=O)N1CCOCC1	0	-5	-1	2	nt	1	3	-14
Cc1cccc(N2CCN(C(=O)CCc3nc4ccccc4c(=O)[nH]3)CC2)c1C	-1	nt	-13	-5	-0.2	-5	-2	-11
Cc1ccc(NC(=O)CS(=O)CC(=O)N(c2ccccc2)C(C)C(=O)NC2CCCC2)cc1 (stereo not given)	0	0	-5	2	nt	9	-3	-5
CO[C@@H]1CC[C@H]2CCN(C)C(=O)[C@H](C)N(C)C(=O)c3cccc(C#N)c3OC[C@@H]1O2	3	nt	-3	-1	-0.2	nt	1	-2
COC(=O)[C@@H]1[C@@H](CO)[C@@H]2Cn3c(ccc(-c4ccccc4F)c3=O)[C@@H]2N1C(=O)c1cnccn1	-1	-5[16.7 µM]	1	-1	0.2	nt	-8	8
O=C(NCc1ccccc1)c1noc2c1CCCCC2	-3	4	nt	-2	nt	9	0	nt
COc1ccc(C2N3CC4(C)CN2CC(C)(C3)C4O)cc1 (stereo not given)	0	nt	0	-3	nt	nt	-17	-8
O=C(COc1ccc(OCc2ccccc2)cc1)NC1CCOC1=O (stereo not given)	-1	3	nt	2	nt	6	-4	nt
COCC(=O)N(C)C[C@@H]1[C@H](c2ccc(-c3ccccc3)cc2)[C@@H](CO)N1C(C)=O	-5	-58[16.7 µM]	2	4	0.2	2	4	-7
C[C@H](CO)N1C[C@H](C)[C@H](CN(C)S(=O)(=O)c2ccc(F)cc2)Oc2c(NC(=O)c3nc4ccccc4s3)cccc2C1=O	2	2[16.7 µM]	0	-2	0.0	-7	-10	-4
Cc1cc(C)c(OCC(=O)OCC(=O)NCc2cccs2)c(C)c1	1	0	-3	3	?	10	5	-10
C[C@@H]1CN([C@H](C)CO)C(=O)CCCn2cc(nn2)CO[C@H]1CN(C)S(C)(=O)=O	-2&6&8	-5	-2&3&3	-3&-1&-1	0.0&0.2	8&-7&2	2&-13&1	-20&7&-6
Cc1c(C(=O)NCCN2CCOCC2)sc2nc(-c3ccc(F)cc3)cn12	0	nt	-1	-5	nt	3	16	-8
COc1ccccc1NC(=O)CC1C(=O)Nc2c1c(=O)n(C)c(=O)n2C (stereo not given)	-13	5	nt	3	nt	4	7	nt
CCC(=O)N1CC2(C1)[C@@H](c1ccc(-c3ccc(F)cc3)cc1)[C@@H](CO)N2S(C)(=O)=O	nt	nt	3	nt	-0.1	5	nt	-20
CCOC(=O)c1ccccc1NC(=O)c1cc2ccccc2o1	2	7	-2	-6	nt	nt	3	-7
COCC(=O)N1C[C@@H]2[C@H](c3ccccc31)[C@@H](CO)N2Cc1ccccc1	-1	-14[16.7 µM]	-1	0	0.0	-2	-10	-17
(list continues)
SMILES	Cneo AK release	miR-122 sensor	ERAP1 HTS inh	PglD DTNB	E-selectin induc	PGC1a acetyl inh	RAD54 branch	RAD52 inh
CCOc1ccc(S(=O)(=O)NCCC(=O)N2CCN(Cc3ccccc3)CC2)cc1	-1	-6	-2	-2	-0.2	2	1	-7
COc1ccc2c(c1)CCc1c(C(=O)N(C)c3ccccc3)noc1-2	-4	5	5	-2	-0.3	5	6	-24
Cc1oc2ccc(OC(C(=O)O)c3ccccc3)cc2c1C(=O)O (stereo not given)	-3	-3	4	-5	nt	-8	-2	-7
Cc1ccc(NC2=CC(=O)CCC2)cc1C	2	-15	nt	3	nt	5	10	nt
Cc1ccc(NC(=O)CN2C(=O)/C(=C3\SC(=S)N(C4CCS(=O)(=O)C4)C3=O)c3ccccc32)cc1 (stereo not given)	2	0	-2	-7	nt	0	1	-11
CCCCOC(=O)CCc1c(C)n[nH]c1C	0	-1	-1	3	-0.1	23	4	-15
Cc1nnc(C)n1/N=C/c1ccc(C(C)C)cc1	0	nt	1	-3	nt	-1	12	-19
O=C(CCN1CCCCC1)NCC[C@@H]1CC[C@H](NC(=O)C2CCOCC2)[C@@H](CO)O1	-4	nt	3	3	-0.4	-1	-3	1
CN(CC(=O)Nc1ccc(F)c(Cl)c1)S(=O)(=O)c1cccc2nsnc12	-2	0	nt	-5	nt	-8	-3	nt
Cc1c(C(=O)O)[nH]c2c1C(=O)CC(c1ccc(Cl)cc1)C2 (stereo not given)	-1	-2	12	6	nt	0	1	-4
CC(C)CNC(=O)c1cccc(NC(=O)CCc2ccccc2)c1	-1	40	-2	-7	nt	-3	3	-5
C[C@@H](NC(=O)[C@H]1[C@H](CO)[C@H]2Cn3c(cccc3=O)[C@H]2N1CC1CC1)c1ccccc1	-8	-1[16.7 µM]	-3	1	-0.4	nt	-1	4
O=S(=O)(Nc1nccs1)c1ccc2c(c1)OCCO2	6	-15	nt	nt	nt	-9	6	nt
Cc1ccccc1OCCC(=O)Nc1ccc(F)c(Cl)c1	1	4	-1	4	-0.1	nt	-3	-23
COc1ccc(NC(=O)Nc2ccc3c(c2)C(=O)N([C@H](C)CO)C[C@@H](C)[C@H](CN(C)S(=O)(=O)c2c(C)noc2C)OCCCC[C@H](C)O3)cc1	-1	-3[16.7 µM]	nt	2	-0.1	4	-8	nt
Cc1coc2cc3oc(=O)cc(C)c3cc12	0	-4	nt	-1	nt	7	5	nt
CCN(Cc1ccccc1)S(=O)(=O)c1ccc(C(=O)N(CCCN(C)C)c2nc3cc4c(cc3s2)OCO4)cc1	-5	-5	2	0	nt	-3	14	0

Fetched by compound from above:
SMILES	Cneo AK release	miR-122 sensor	ERAP1 HTS inh	PglD DTNB	E-selectin induc	PGC1a acetyl inh	RAD54 branch	RAD52 inh
CC(C)CNC(=O)c1cccc(NC(=O)CCc2ccccc2)c1	-1	40	-2	-7	nt	-3	3	-5
C[C@@H](NC(=O)[C@H]1[C@H](CO)[C@H]2Cn3c(cccc3=O)[C@H]2N1CC1CC1)c1ccccc1	-8	-1[16.7 µM]	-3	1	-0.4	nt	-1	4
